p53ts 39C kill – p53ts cell cytotoxicity, nonpermissive temperature; H1299-p53A138V viability at 39C, ATP luminescence, 24 h; AID 902; Potency, µM (doses to about 46.1 µM), without a hit: at the top dose activity change, negative = cell killing, most hits filed as cytotoxic; 130,000 tested, 1.5% active; note: nearly all actives have a fitted effect of over 55% in size
IkB sig inh – inhibitors of IkB signaling in ABC-DLBCL cells | ABC-DLBCL IkBa-CBG/CBR dual luciferase ratio, 4 h; response scale: scaled: untreated 0%, proteasome inhibitor 100% | Potency, µM (doses to about 57.1 µM), without a hit: top-dose IkBa stabilization activation | 110,000 tested, 0.04% active; active = well fitted curve in the direction sought with a large enough effect in the signal ratio, not every such curve was filed as active; inconclusive = small, poorly fitted or top-dose-only effect, or a change in a side signal; the % refers to the signal ratio;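 note: the direction sought is a rising ratio; 0% = basal untreated cells and 100% = reference inhibitor full response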
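Curves were fitted separately to fusion (green), unfused (red) and ratio luminescence, then classed by r2, magnitude and activity. Cells: OCI-Ly3, 4 h compound plus doxycycline at 37C; 10 uM MG-132 defined full response.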
Peg3 imprint – inducers of genomic imprint erasure in mouse ES cells | mouse ES Peg3-LacZ reporter, beta-gal luminescence, 40 h | Potency, µM (highest dose often 60.7 µM), for the others: at the highest dose activity change, positive = activation, hits mostly activators | 110,000 tested, 0.02% active;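 note: 0% = negative control wells on the plate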
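Imprint erasure is scored as LacZ activity from the silenced maternal Peg3 allele in feeder-free female ES cells cultured 40 h with LIF. Luminescence is normalized to in-plate negative controls and fitted to the Hill equation.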
p53ts 32C kill – kills p53ts cells at the permissive temperature | Potency, µM (series often up to 46.1 µM), inactives show at the top dose activity change, negative = cytotoxicity, usual class: cytotoxic | H1299-p53A138V at 32C, ATP luminescence viability, 24 h | AID 924 | 130,000 tested, 0.93% active;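 note: 0% = DMSO and -100% = full killing by reference compound; nearly all actives have a fitted effect of over 55% in size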
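ATP-content luminescence (ATPlite) read-out after 24 h compound exposure at 32C in H1299-p53A138V cells (600/well). Tested up to 46 uM. Normalized to DMSO (0%) and 100 uM tamoxifen (100% killing); Hill-fit AC50.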
The depositor's hits bear a star; u = inconclusive; x = no result given; [ ] = remark or other dose. Unless noted, calls come from the whole dose curve; as a rule, active = well fitted curve in the direction sought with a large enough effect; inconclusive = small, poorly fitted or top-dose-only effect, or another doubt; inactive = no such curve, though single readings can be large; an effect the other way counts as inactive or inconclusive. Unless noted, % is set by controls: 0 for no effect and ±100 for the full control effect; potency is the fitted concentration of half-maximal effect. Outcome played no part in choosing rows; any-hit rate near 1.7%.

Sequence of screens – IkB sig inh	p53ts 32C kill	Peg3 imprint	p53ts 39C kill
> COc1ccc(N2CC(C(=O)Nc3ccc(S(=O)(=O)Nc4nc(C)cc(C)n4)cc3)CC2=O)cc1 (stereo unspecified)
  0.3%	2%	2%	6%
> O=C1c2ccccc2NC2(CCCCC2)N1c1ccc(O)cc1
  -8.2%	-21%	-41%[inhibitor]	-15%
> CC(C)c1nc2oc3c(N4CCNCC4)ncnc3c2c2c1CCC2
  -2.9%	3%	23%	17%
> O=C(NC1CCCCCC1)c1ccc(CS(=O)c2ccc(Br)cc2)o1 (stereo unspecified)
  u	-1%	-7%[10.9 µM]	12%
> CC(C)CCNC(=O)CCn1c(=O)c2cccn2c2cccnc21
  -0.6%	3%	-12%[10.9 µM]	0%
> Cc1ccc(NS(=O)(=O)c2ccc(-c3cnc(C4CC4)o3)cc2)cc1N(C)C
  18%	8%	-27%[10.9 µM]	-10%
> COc1c(F)c(F)c(-c2csc(N)n2)c(F)c1F
  -1.5%	-2%	-13%	7%
> CC(=O)c1cccc(NC(=O)C(CC(C)C)NS(=O)(=O)c2ccc3c(c2)CCN3C(C)=O)c1 (stereo unspecified)
  -0.4%	5%	u	19%
> Cc1cccc(CSc2nc3ccncc3n2CC(=O)N(C)C2CCCCC2)c1
  0.6%	-7%	17%[10.9 µM]	-7%
> COc1ccc(OC)c(CNC(=O)CCN2C(=O)COc3ccccc32)c1
  0.4%	-13%	-14%	1%
> CN1CCN(C(=O)c2ccccc2NC(=O)CCN2C(=O)c3ccccc3C2=O)CC1
  2.7%	-1%	-12%	0%
> O=C(c1ccccc1)c1ccc(OC(=O)N2CCCC2)cc1
  -2.0%	5%	-19%	-1%
> COc1cccc(Cn2c(CNS(=O)(=O)c3ccc(F)c(Cl)c3)nc3cccnc32)c1
  1.4%	-18%	-4%[10.9 µM]	-19%
> COc1cc2[nH]c(=O)n(Cc3ccc(C(=O)NCc4ccccc4)cc3)c(=O)c2cc1OC
  -2.4%	-20%	-4%[10.9 µM]	2%
> COc1ccc2nc(NC(=O)Cn3cnc4c(=O)n(C)c(=O)n(C)c43)sc2c1
  0.8%	-7%	-17%	-5%
> COC(=O)[C@@H]1O[C@@H](SCCN)[C@@H](O)[C@H](O)[C@H]1O
  0.2%[11.4 µM]	8%[9.22 µM]	-8%[10.9 µM]	20%[9.22 µM]
> CN1CC[C@@]2(CCCN(C(=O)c3cc(C(F)(F)F)cc(C(F)(F)F)c3)C2)C1
  1.4%[11.4 µM]	-5%	x	-9%
> Cc1ccccc1Cn1c2ccccc2c2cnn(CC(=O)NCCCc3ccccc3)c(=O)c21
  u	-4%	-10%[10.9 µM]	-10%
> O=C(Cn1cnc2ccccc2c1=O)NCCC(=O)N1CCN(c2ccccc2)CC1
  0.9%	0%	4%	-3%
> CC(C)(C)NC(=O)C(c1cccs1)N(CC1CCCO1)C(=O)Cn1nnc(-c2cccs2)n1 (stereo unspecified)
  -0.4%	3%	-6%	8%
> CC(=O)c1ccc(NC(=O)Cn2nc(C(F)(F)F)c3c2CCCC3)cc1
  u	-2%	-6%[10.9 µM]	-7%
> C=CCN1C(=CCO)[C@H]2C[C@H]3[C@@H]1CC[C@@]31c3ccccc3N3C=C4[C@@H]5N(/C=C/2[C@H]31)c1ccccc1[C@]51CC[C@H]2[C@H]1C[C@@H]4/C(=C/CO)N2CC=C
  0.6%[25.6 µM]	-1%[20.6 µM]	-11%[16.8 µM]	2%[20.6 µM]
> Cc1ccc(NC(=O)CN2C(=O)NC(Cc3ccccc3)C2=O)cc1 (stereo unspecified)
  0.0%	2%	3%	-3%
> COc1ccc(CN=CC2=C(O)CC(C)(C)CC2=O)cc1
  -2.4%	-1%	-8%	8%
> Cc1cccc(Cn2c(CNS(=O)(=O)c3ccc(Cl)s3)nc3cccnc32)c1
  u	3%	4%[10.9 µM]	-22%
> O=C(Nc1ccc2oc(-c3cccnc3)nc2c1)c1ccc(Br)cc1
  -0.3%	-8%	-8%[10.9 µM]	0%
> COc1ccc(C)cc1NC(=O)NCc1cccn1Cc1ccccc1
  -1.9%	-2%	-13%[10.9 µM]	0%
> Cc1ccc(-n2c(Cc3ccccc3)nnc2SCc2nc(-c3cccs3)no2)cc1
  u	18%	-8%[10.9 µM]	5%
> Cc1cc(C)nc(NC2=NCCN2C(=O)NC2CCCCC2)n1
  0.4%	-2%	-8%	-8%
> COc1ccc(NC(=O)CSc2nnc(Cn3c(=O)sc4ccccc43)n2C)cc1OC
  1.7%	3%	-6%	-3%
> CC1(C)OC(=O)CC1C(=O)NCc1ccccc1 (stereo unspecified)
  -1.4%	4%	6%	7%
> CC(C)CC(=O)Nc1ccc(F)c(Cl)c1
  8.6%	1%	4%	0%
> Cc1onc(-c2ccccc2)c1C(=O)NCCc1c[nH]c2ccccc12
  4.2%	-6%	-12%	-6%
> COc1ccc(OC)c(NS(=O)(=O)c2ccc(-c3cc(C)no3)s2)c1
  u	10%	-19%[10.9 µM]	-9%
> COC(=O)c1c(NC(=O)c2ccco2)sc(C(=O)N2CCCC2)c1C
  u	-4%	-3%	-3%
> O=C(O)CCS(=O)(=O)c1cccc2cccnc12
  -0.2%	-8%	-2%	11%
> Cc1cc2ccccc2nc1SCC(=O)N1CCCC1
  3.4%	-3%	-5%	-14%
> CC(C)C(OC(=O)c1cc2sccc2n1C)C(=O)NCC1CCCO1 (stereo unspecified)
  6.6%	-6%	-8%	-7%
> Cc1ccc2c(CC(=O)Nc3cccc(C(F)(F)F)c3)coc2c1
  u	-16%	-6%[10.9 µM]	u
> CCC(=O)Oc1ccc(/C=C(\C#N)c2nc3ccccc3[nH]2)cc1OC
  25%	-21%	-66%[inhibitor][10.9 µM]	u
> COC(=O)c1sc(-c2ccccc2)cc1NC(=O)Nc1ccc(Cl)cc1
  -1.8%	14%	-6%[10.9 µM]	u
> Cc1ccc(S(=O)(=O)c2nc(C)oc2NCc2ccccc2)cc1
  -0.3%	-3%	6%	-3%
> COc1ccc(/C=C2/N=C3CCCCCN3C2=O)cc1OC
  x	-2%	x	-16%
> O=C(COc1ccccc1Br)NCc1ccco1
  2.1%	14%	-17%	5%
> Cc1ccc2[nH]c(=O)c3cc(C(=O)N(C)c4ccc(Br)cc4)sc3c2c1
  -1.4%	13%	1%[10.9 µM]	-12%
> O=C(Nc1cnccn1)c1csc2ccccc12
  3.9%	1%	-34%[inhibitor]	-9%
> O=C(OCC(=O)c1ccc[nH]1)c1ccc(S(=O)(=O)N2CCCCC2)cc1
  2.2%	-6%	-5%	10%
> CCOC(=O)C1CCN(C(=O)CSc2nnc(-c3ccco3)n2-c2ccccc2)CC1
  -0.4%	4%	-12%	-7%
> COC(=O)NC/C=C\c1nc(CCCO)co1
  x	-2%[9.22 µM]	x	-13%[9.22 µM]
> C=CCn1c(SCC(=O)c2cccs2)nnc1-c1cccc(OC)c1
  1.2%	2%	-22%	-8%

(next part)
Sequence of screens – IkB sig inh	p53ts 32C kill	Peg3 imprint	p53ts 39C kill
> COc1ccc(C)cc1NC1(c2ccccc2)C(=O)c2ccccc2C1=O
  -2.1%	2%	-8%[10.9 µM]	-14%
> CCCN1CCN(c2ncnc3sc(C(=O)Nc4ccc(C(C)C)cc4)c(C)c23)CC1
  u	0%	-7%[10.9 µM]	-24%
> Cc1cccc(-n2c(SCC(=O)Nc3ccc4c(c3)OCO4)nnc2-c2ccoc2C)c1
  0.7%	0%	-6%	-4%
> CCCNC(=O)c1ccccc1NC(=O)c1ccccc1N(C)S(C)(=O)=O
  x	-8%	x	24%
> CCCC(=O)C1=C(SCC)CC(C)(C)C(C(=O)OC)C1=O (stereo unspecified)
  -1.7%	2%	-5%	11%
> Cc1ccc(S(=O)(=O)N2CCC(C(=O)N[C@@H](Cc3ccccc3)C(=O)O)CC2)cc1
  -0.8%	1%	4%	7%
> Cc1ccc(/C=C2\SC(=S)N(CCC(=O)NNC(=O)c3cccnc3)C2=O)cc1
  x	9%	x	24%
> O=C(Nc1ccccc1C(=O)N1CCCCC1)c1nsc2ccccc12
  -0.5%	11%	-14%[10.9 µM]	-21%
> O=C(Nn1cnnc1)c1ccc(F)c(S(=O)(=O)N2CCCCC2)c1
  -0.3%	-13%	21%	-6%
> Cc1c(-c2nnc(SCC(=O)Nc3ccc(Br)cc3)o2)nnn1-c1ccc(F)cc1
  -1.7%	3%	-6%[10.9 µM]	-5%
> CC(CCc1ccccc1)NC(=O)Cn1c(=O)nc(-c2ccccc2F)c2cc(Cl)ccc21 (stereo unspecified)
  u	-23%	2%[10.9 µM]	-8%
> Cc1ccc(C(=O)/C=C/c2cn(CC(O)CN3CCc4ccccc43)c3ccccc23)cc1 (stereo unspecified)
  -1.0%	8%	-6%[10.9 µM]	-3%
> CCc1ccc(NC(=O)C(NS(=O)(=O)c2cccs2)C(C)C)cc1 (stereo unspecified)
  6.3%	6%	6%[10.9 µM]	35%[activator]
> COc1ccc(-c2cn3nc(SCC(=O)Nc4cccc(C)c4C)ccc3n2)cc1
  1.2%	-15%	-11%[10.9 µM]	16µM*

An excerpt from above in order of count of non-hydrogen atoms, smallest number first:
Sequence of screens – IkB sig inh	p53ts 32C kill	Peg3 imprint	p53ts 39C kill
> COC(=O)NC/C=C\c1nc(CCCO)co1
  x	-2%[9.22 µM]	x	-13%[9.22 µM]
> O=C(Nc1cnccn1)c1csc2ccccc12
  3.9%	1%	-34%[inhibitor]	-9%
> CCCC(=O)C1=C(SCC)CC(C)(C)C(C(=O)OC)C1=O (stereo unspecified)
  -1.7%	2%	-5%	11%
> CCc1ccc(NC(=O)C(NS(=O)(=O)c2cccs2)C(C)C)cc1 (stereo unspecified)
  6.3%	6%	6%[10.9 µM]	35%[activator]
> C=CCn1c(SCC(=O)c2cccs2)nnc1-c1cccc(OC)c1
  1.2%	2%	-22%	-8%
> O=C(Nc1ccccc1C(=O)N1CCCCC1)c1nsc2ccccc12
  -0.5%	11%	-14%[10.9 µM]	-21%
> CCCNC(=O)c1ccccc1NC(=O)c1ccccc1N(C)S(C)(=O)=O
  x	-8%	x	24%
> Cc1ccc(/C=C2\SC(=S)N(CCC(=O)NNC(=O)c3cccnc3)C2=O)cc1
  x	9%	x	24%
> Cc1c(-c2nnc(SCC(=O)Nc3ccc(Br)cc3)o2)nnn1-c1ccc(F)cc1
  -1.7%	3%	-6%[10.9 µM]	-5%
> CCOC(=O)C1CCN(C(=O)CSc2nnc(-c3ccco3)n2-c2ccccc2)CC1
  -0.4%	4%	-12%	-7%
> Cc1cccc(-n2c(SCC(=O)Nc3ccc4c(c3)OCO4)nnc2-c2ccoc2C)c1
  0.7%	0%	-6%	-4%
> CC(CCc1ccccc1)NC(=O)Cn1c(=O)nc(-c2ccccc2F)c2cc(Cl)ccc21 (stereo unspecified)
  u	-23%	2%[10.9 µM]	-8%

Screens deposited in PubChem by National Center for Advancing Translational Sciences (NCATS).
